# M4 antag: blocks acetylcholine activation of human M4 receptor; CHO-hM4 cells, ACh EC80, Fluo-8 calcium fluorescence; hit rate 0.73% among 360,000; inhibition, % at 3 µM; P08173;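 active = inhibition above its plate's cutoff, the mean inhibition of sample wells plus 3 SD, cut at about 27% in these data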;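 note: 0% = acetylcholine EC80 with DMSO and 100% = DMSO without agonist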
# CHO-K1 Ca antag: counter-screen for M1 antagonists: effect in parental CHO-K1 cells. inhibition, % at 3 µM. hit rate 0.6% among 360,000. ATP-induced calcium, Fluo-8 fluorescence. AID 602250;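 active = inhibition above a per-plate cutoff, the plate's mean sample inhibition plus 3 SD, cut at about 24% in these data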;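 note: 0% = DMSO plus EC80 ATP and 100% = DMSO alone without ATP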
# M1 ag parental: nonselective activator or artifact in parental CHO-K1 cells. Fluo-8 calcium fluorescence; scaled to maximal ATP response, vehicle zero. activation, % at 3 µM. hit rate 0.48% among 360,000. AID 602248; in the data active = activation above about 15%;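 note: untransfected CHO-K1 host cells lacking M1 receptor as counterscreen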
# OXTR potentiate: potentiates the human oxytocin receptor response. CHO-OTR cells, Fluo-8 calcium fluorescence, potentiator mode; 0% = oxytocin EC15, 100% = EC100. activation, % at 3 µM. P30559. AID 2445. hit rate 0.061% among 320,000;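 active = activation above that plate's cutoff, the mean activation of tested compounds plus 3 SD, cut at about 6.6% in these data, passing the limit was not always enough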;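 note: 100% uses oxytocin at 75 nM as the full agonist control; some results filed as inactive read as strong as hits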
# Target sequence (P30559 whole entry, looked up): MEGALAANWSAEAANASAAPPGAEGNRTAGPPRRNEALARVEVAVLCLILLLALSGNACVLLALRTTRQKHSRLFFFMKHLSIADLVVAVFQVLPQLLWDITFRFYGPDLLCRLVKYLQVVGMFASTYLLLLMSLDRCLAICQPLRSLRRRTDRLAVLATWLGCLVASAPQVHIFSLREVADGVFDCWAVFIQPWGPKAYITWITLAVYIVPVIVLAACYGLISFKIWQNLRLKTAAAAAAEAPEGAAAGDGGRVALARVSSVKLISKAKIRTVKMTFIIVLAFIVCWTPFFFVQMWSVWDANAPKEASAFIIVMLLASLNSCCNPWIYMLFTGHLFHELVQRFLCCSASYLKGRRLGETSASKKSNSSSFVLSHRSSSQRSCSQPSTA
#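 System: human OTR in CHO cells; Also added: sub-maximal oxytocin, roughly EC15; Timing: compound 6 min at room temperature before oxytocin, 100 s read; Technique: Fluo-8 intracellular calcium fluorescence, ex 470-495, em 515-575 nm; Controls: oxytocin EC15 low and EC100 high; Replication: singlicate.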
# CHRM1 agonist: activates human CHRM1 receptor; P11229; activation, % at 3 µM; hit rate 0.33% among 360,000; CHO-K1 hM1, Fluo-8 calcium fluorescence, agonist mode; 0% DMSO, 100% acetylcholine EC100;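 active = activation above the run's mean compound activation plus 3 SD, cut at about 16% in these data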;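 note: peak over basal fluorescence ratio within a 140 s kinetic read after compound addition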
# Target sequence (P11229 whole entry, looked up): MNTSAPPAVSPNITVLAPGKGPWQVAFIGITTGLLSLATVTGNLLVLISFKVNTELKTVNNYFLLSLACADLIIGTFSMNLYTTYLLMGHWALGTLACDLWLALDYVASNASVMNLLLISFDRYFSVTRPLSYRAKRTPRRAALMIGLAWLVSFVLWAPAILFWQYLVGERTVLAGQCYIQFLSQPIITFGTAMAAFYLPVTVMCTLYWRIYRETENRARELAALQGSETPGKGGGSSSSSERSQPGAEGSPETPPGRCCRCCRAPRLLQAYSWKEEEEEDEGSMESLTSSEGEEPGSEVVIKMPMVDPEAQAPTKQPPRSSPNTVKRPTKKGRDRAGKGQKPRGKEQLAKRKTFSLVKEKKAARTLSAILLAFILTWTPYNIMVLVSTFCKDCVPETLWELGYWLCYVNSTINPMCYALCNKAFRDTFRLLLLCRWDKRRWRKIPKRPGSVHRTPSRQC
# CHRM4 agonist: CHRM4 agonism in calcium assay; P08173; CHO-K1 hM4/Gqi5, Fluo-8 calcium fluorescence; vehicle 0%, full acetylcholine response 100%; activation, % at 3 µM; hit rate 0.14% among 360,000; AID 624127;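 active = activation above the run mean over all test wells plus 3 SD, cut at about 32% in these data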;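 note: peak over basal fluorescence ratio per well then scaled between controls; 0% = DMSO wells and 100% = acetylcholine at EC100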
# CHRM1 antagonist: human CHRM1 antagonism | P11229 | CHO-K1 hM1, Fluo-8 calcium fluorescence, ACh EC80 antagonist | inhibition, % at 3 µM | hit rate 1.3% among 360,000;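 active = percent inhibition above its own plate's cutoff, namely the mean of that plate's compound wells plus 3 SD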;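 note: peak over basal fluorescence ratio during 140 s after agonist addition; 0% = ACh EC80 plus DMSO and 100% = DMSO alone without agonist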
# CHRM1 PAM: human CHRM1 positive allosteric modulation; P11229; AID 588819; activation, % at 3 µM; hit rate 0.088% among 360,000; CHO-K1 hM1, Fluo-8 calcium fluorescence, ACh EC20; 0% = ACh EC20, 100% = maximal ACh; in the data active = activation above about 19%, passing the limit was not always enough
# CHO parental Ca: signal in parental CHO cells, OX1R antagonist counter-screen; parental CHO-K1, ATP-induced calcium, Fluo-8 fluorescence; inhibition, % at 5.6 µM; hit rate 0.63% among 330,000;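 active = inhibition above that plate's mean sample inhibition plus 3 SD, cut at about 26% in these data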;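 note: 0% = ATP-challenged DMSO wells and 100% = DMSO wells without ATP; some compounds past the cut are filed as inactive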
#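 Test system: untransfected parental CHO cell line; also added: ATP stimulus; dosing: 5.6 µM, single dose; signal: calcium-sensitive Fluo-8 fluorescence; measure: percent inhibition of ATP-evoked calcium rise, normalized to controls; benchmarks: low control ATP plus DMSO, high control DMSO only; replication: one well per compound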
# * hit, by the source's call; x = no result given.
SMILES,M4 antag,CHO-K1 Ca antag,M1 ag parental,OXTR potentiate,CHRM1 agonist,CHRM4 agonist,CHRM1 antagonist,CHRM1 PAM,CHO parental Ca
Cc1ccc(NC(=O)N(CCCN2CCOCC2)Cc2cccnc2)cc1C,-10,-9,0.5,-6,-4,1,-19,8,14
CC1(C)CC(NC(=O)Nc2ccc([N+](=O)[O-])cc2)CC(C)(C)N1,-3,-2,0.2,-2,-4,1,25,-6,-11
O=C(CCNC(=O)c1ccccc1Cl)NCC1COc2ccccc2O1 (stereo not given),7,-3,0.3,x,-1,1,-16,13,x
CCCCN(CCCC)C(=O)CSc1nnc(-c2cc(OC)c(OC)c(OC)c2)o1,4,-17,2.7,-7,-1,1,7,-8,-26
CC1(C)Oc2ccc3ccc(=O)oc3c2/C(=C/Nc2cccc(O)c2)C1=O,11,29*,1.1,-2,-2,9,14,-12,-7
CCOC(=O)c1cc(-c2ccc(C)cc2)n(CCC(=O)NCCN(C)C)c1C,2,5,3.0,-4,-2,6,4,3,-13
CC(=O)NCCNC(=O)c1ccc(CSc2nc3ccccc3s2)cc1,39*,-10,8.6,-8,4,1,-9,8,-4
C=CCNC(=O)CSCc1ccc(Br)cc1,-5,-16,-0.1,-10,-4,-1,-2,3,5
CCN1CCN(c2nc3c(C)cccn3c(=O)c2/C=C(\C#N)C(=O)NCCCOC)CC1,-3,-20,0.3,-6,-7,1,0,3,-1
CN(C)C(=S)Oc1ccccc1C1(C)OCCO1,-7,-4,0.2,x,-2,1,-7,2,x
Clc1ccc(Cl)c(-c2nc(-c3ccncc3)no2)c1,5,-8,-0.1,-8,-3,0,-4,5,4
COc1cccc(/C=N/NC(=O)c2ccc(COc3ccc(Cl)cc3Cl)o2)c1,9,-10,0.6,-6,-2,1,-19,1,-7
O=C(NCC1CC1)c1csc([C@@H]2O[C@H](CO)[C@H](O)[C@H](O)[C@H]2O)n1,-5,9,-0.2,x,0,0,-8,4,x
CC(C)CNC(=O)c1cc(-c2ccc(Br)cc2)on1,2,-6,0.5,-3,-4,1,-2,1,-10
COc1ccccc1OCCC(=O)Nc1cccc(S(=O)(=O)N2CCCCC2)c1,-4,7,2.5,-11,-4,5,-5,9,-19
COc1ccc(CCN(C)CC(O)COC(c2ccc(F)cc2)c2ccc(F)cc2)cc1OC (stereo not given),-6,-2,3.9,x,-7,11,-1,-6,x
CCC/C=C1/CCCOC(C(=O)NCc2cc(C)n(C)n2)(C(F)(F)F)C1 (stereo not given),15,3,-0.2,-11,-9,0,-2,10,-10
O=C(Nc1nnc([C@H]2C[C@H](O)[C@@H](CO)O2)s1)c1ccc(Oc2ccccc2)cc1,6,-3,-0.2,x,-5,1,-7,3,x
O=C(CN1C(=O)C2C3C=CC(C3)C2C1=O)OCC(=O)c1ccccc1 (stereo not given),4,-8,1.0,-2,-4,1,-3,6,-6
Nc1nc(SCC(=O)Nc2ccccc2C(F)(F)F)[nH]c(=O)c1-c1ccccc1,-8,-10,0.4,-3,-8,2,-5,9,-16
CC1CCN(C(=O)C2CCN(C(=O)c3ccc(C(C)(C)C)cc3)CC2)CC1,3,0,-1.4,1,-10,1,6,1,-23
CC1CCCN(C(=O)CCCC(=O)N2CCCC(C)C2)C1 (stereo not given),8,1,0.4,-6,-2,0,2,2,-11
CSCCC(NC(=O)c1ccc([N+](=O)[O-])cc1Cl)C(=O)OCC(=O)N1CCN(C(C)=O)CC1 (stereo not given),-14,-4,1.1,-6,-2,0,-17,2,1
O=C(CN1C(=O)C(=O)N(C2CCCC2)C1=O)Nc1ccc(OC(F)F)cc1,0,-3,0.3,-5,-3,1,0,1,-22
O=S(=O)(Nc1ccncc1)c1ccc(Cl)c(Cl)c1,0,-5,-0.3,-4,1,0,-6,11,-1

# M4 antag: what is marked active above.
compound | M4 antag | OXTR potentiate | CHRM1 agonist | CHRM4 agonist | CHRM1 antagonist | CHRM1 PAM
CC(=O)NCCNC(=O)c1ccc(CSc2nc3ccccc3s2)cc1 | 39* | -8 | 4 | 1 | -9 | 8

# One compound at a time (already shown). Values in the order: M4 antag	CHO-K1 Ca antag	M1 ag parental	OXTR potentiate	CHRM1 agonist	CHRM4 agonist	CHRM1 antagonist	CHRM1 PAM	CHO parental Ca
# O=C(CN1C(=O)C(=O)N(C2CCCC2)C1=O)Nc1ccc(OC(F)F)cc1 in the list: 0	-3	0.3	-5	-3	1	0	1	-22
# Cc1ccc(NC(=O)N(CCCN2CCOCC2)Cc2cccnc2)cc1C in the list: -10	-9	0.5	-6	-4	1	-19	8	14

# Back to the main list, repeating the 5 entries before the break.
SMILES,M4 antag,CHO-K1 Ca antag,M1 ag parental,OXTR potentiate,CHRM1 agonist,CHRM4 agonist,CHRM1 antagonist,CHRM1 PAM,CHO parental Ca
CC1CCN(C(=O)C2CCN(C(=O)c3ccc(C(C)(C)C)cc3)CC2)CC1,3,0,-1.4,1,-10,1,6,1,-23
CC1CCCN(C(=O)CCCC(=O)N2CCCC(C)C2)C1 (stereo not given),8,1,0.4,-6,-2,0,2,2,-11
CSCCC(NC(=O)c1ccc([N+](=O)[O-])cc1Cl)C(=O)OCC(=O)N1CCN(C(C)=O)CC1 (stereo not given),-14,-4,1.1,-6,-2,0,-17,2,1
O=C(CN1C(=O)C(=O)N(C2CCCC2)C1=O)Nc1ccc(OC(F)F)cc1,0,-3,0.3,-5,-3,1,0,1,-22
O=S(=O)(Nc1ccncc1)c1ccc(Cl)c(Cl)c1,0,-5,-0.3,-4,1,0,-6,11,-1
CC1(c2ccc(O)cc2)NC(=O)N(c2ccccc2)N1 (stereo not given),-7,-2,0.3,-2,-5,2,-3,6,-10
O=C(CSc1nnc2ccccn12)Nc1ncc(Cl)cc1Cl,3,-8,0.8,1,-6,0,-9,9,-10
Cc1ccc(OCC(=O)Nc2ccc3c(c2)nc(CCN2CCC(C)CC2)n3C)cc1,-7,0,-0.2,4,-5,1,1,-6,-19
CC(=O)Nc1cccc(NC(=O)C2CC3CCC2C3)c1 (stereo not given),0,-28,0.7,-4,-4,1,0,-2,-3
CCCc1cc2c(=O)c(-c3ccc4c(c3)OCCO4)coc2cc1OS(C)(=O)=O,-8,-9,1.5,-9,-6,3,4,-4,-10
CN1CCN(NC(=O)COc2cccc(C(F)(F)F)c2)CC1,3,6,0.0,-2,-2,0,8,6,0
COc1ccc(/C=C/c2nnc(NC(=O)COc3cccc(C)c3)s2)cc1,-2,-18,0.8,10,-2,6,1,6,-17
C=CCn1c(SCCC)nc2sc3c(c2c1=O)CCc1ccccc1-3,-4,-5,0.7,-13,-2,0,-13,4,-20
CCOc1ccc(N/C=C/C(=O)c2ccc(OC)c(OC)c2)cc1,-2,1,-0.5,-11,-2,0,-5,4,-29
COc1ccc2oc(C(=O)OCC(=O)/C(C#N)=C(\C)N)c(C)c2c1,-8,-4,-0.1,-9,0,0,-13,14,7
CC1CCCCC1NC(=O)COC(=O)c1cccn1C (stereo not given),1,3,-0.1,-3,1,1,-5,9,-7
OCCN1CCN(CC(O)COCc2ccc3c(c2)OCO3)CC1 (stereo not given),-3,-3,0.2,0,-5,0,5,4,-1
CC1=C(C)C(=O)N(c2ccccn2)C1=O,-4,-4,0.5,-12,-2,1,-14,3,12
C/C(=N\NC(=O)CSCc1ccc(Cl)cc1)c1ccc2c(c1)OCCO2,12,-3,0.5,-22,0,1,10,-6,-11
CCN(CC)c1ccc(C=Nc2ccc(N(C)C)cc2)c(O)c1,-3,-3,0.0,-8,-1,2,-3,4,-15
CN(CC(=O)Nc1ccccc1Br)C(=O)CNC(=O)c1ccc(Oc2ccccc2)cc1,-8,-8,7.8,-9,0,10,2,2,2
CN1C(=O)CON=C1c1cccc2ccccc12,9,-3,0.1,x,1,0,-1,7,x
Cc1ccccc1NC(=O)C1Cc2ccccc2C(=O)O1 (stereo not given),-1,-10,0.6,-12,-2,0,-13,10,-1
CCN(CC(=O)Nc1ccc(OC)cc1)C(=O)C1CCN(C(=O)c2ccc(Cl)cc2)CC1,-2,-6,-0.3,1,-3,1,-14,12,-10
CCn1c(=S)sc2c(=O)n(-c3ccccc3)c(SC)nc21,7,-8,4.8,-8,-7,0,-7,1,-25
CC(C)NCC(O)COc1ccc(CCOCC2CC2)cc1 (stereo not given),-18,1,0.0,1,-1,1,-10,-2,-3
O=C(Cc1cccs1)N(CC1CCCO1)C1(C(=O)NC2CCCC2)CCCCC1 (stereo not given),-5,-10,-0.7,-6,0,2,-20,22,-24
COCc1cc(=O)[nH]c(Nc2nc(C)c3ccccc3n2)n1,9,15,0.5,-4,-5,1,7,4,-12
CS(=O)(=O)c1ccc(C(=O)OCC(=O)NC2CCS(=O)(=O)C2)cc1[N+](=O)[O-] (stereo not given),1,0,0.1,-5,-5,1,0,3,-2
CCOc1ccc(-c2cc(NC(=O)Cn3ncc4c3-c3ccccc3OC4)on2)cc1OCC,-1,-9,0.8,1,-3,0,-3,2,-12
CC(C)c1ccc(NC(=O)c2cc3c(=O)n(C)c4ccccc4c3n2C)cc1,-2,-13,1.1,-7,0,6,-7,7,-6
Cc1ccc(S(=O)(=O)NCCCNS(=O)(=O)c2ccccc2)cc1,-9,-3,3.4,-11,0,2,-7,6,3

# Limited to CHO-K1 Ca antag, CHRM1 PAM and OXTR potentiate (two entries from above):
Compound	CHO-K1 Ca antag	CHRM1 PAM	OXTR potentiate
COc1ccc(/C=C/c2nnc(NC(=O)COc3cccc(C)c3)s2)cc1	-18	6	10
C=CCn1c(SCCC)nc2sc3c(c2c1=O)CCc1ccccc1-3	-5	4	-13

# From PubChem
